KLK7 zymogen act: activates the human kallikrein-7 zymogen. P49862. purified proKLK7, EDANS-DABCYL substrate fluorescence; 100% is mature enzyme control, 0% vehicle. activation, % at 7 µM. 0.9% of 370,000 active;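 active = activation above the mean of all tested compounds plus 3 SD, computed per campaign excluding outliers beyond control limits, cut at about 13% in these data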
UHRF1 MBD2 ctr: UHRF1 methyl-DNA binding inhibition; Q96T88; UHRF1 binding to methylated oligo, TR-FRET; inhibition, % at 4.4 µM; 0.75% of 370,000 active; in the data active = inhibition above about 21%;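 also: UHRF1 SRA domain binding a hemimethylated CpG hairpin DNA probe; 0% = median of test compound wells and 100% = reference inhibitor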
Target sequence (Q96T88 whole entry, looked up, the tested form may be a part): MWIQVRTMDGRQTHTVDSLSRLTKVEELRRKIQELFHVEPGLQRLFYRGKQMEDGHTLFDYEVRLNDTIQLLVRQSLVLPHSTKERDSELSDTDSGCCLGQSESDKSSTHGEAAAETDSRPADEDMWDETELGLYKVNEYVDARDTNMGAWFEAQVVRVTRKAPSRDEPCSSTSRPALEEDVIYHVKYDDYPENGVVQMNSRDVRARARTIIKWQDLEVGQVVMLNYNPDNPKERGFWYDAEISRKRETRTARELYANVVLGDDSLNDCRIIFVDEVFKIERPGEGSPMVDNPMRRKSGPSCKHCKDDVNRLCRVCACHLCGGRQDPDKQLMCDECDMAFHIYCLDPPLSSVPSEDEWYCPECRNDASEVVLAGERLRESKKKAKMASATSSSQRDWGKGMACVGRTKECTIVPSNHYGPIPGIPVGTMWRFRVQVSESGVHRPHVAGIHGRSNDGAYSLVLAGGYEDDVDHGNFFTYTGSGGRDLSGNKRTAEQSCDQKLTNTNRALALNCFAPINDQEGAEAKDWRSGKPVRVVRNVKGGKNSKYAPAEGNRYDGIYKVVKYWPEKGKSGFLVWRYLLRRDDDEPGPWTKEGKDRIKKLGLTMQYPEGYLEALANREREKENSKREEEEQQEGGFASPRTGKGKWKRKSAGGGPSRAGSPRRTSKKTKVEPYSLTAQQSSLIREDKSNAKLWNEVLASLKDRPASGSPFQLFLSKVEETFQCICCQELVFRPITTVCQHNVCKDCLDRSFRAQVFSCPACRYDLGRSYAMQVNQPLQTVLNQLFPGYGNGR
MBD2 DNA inh: blocks human MBD2 binding to methylated DNA; Q9UBB5; TR-FRET, MBD2 binding to methylated oligonucleotide; inhibition, % at 4.4 µM; 0.31% of 370,000 active; AID 686964; in the data active = inhibition above about 13%
PLC-beta3 inh: inhibitors of human phospholipase C beta3; 0.18% of 370,000 active; inhibition, % at 12.2 µM; Purified PLC-beta3, fluorogenic substrate, fluorescence; Q01970; AID 720704; in the data active = inhibition above about 11%;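 also: 0% = median of compound wells on plate and 100% = full blocker control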
Tn6 DDE FP: inhibitors of Tn6 peptide binding to human fibrin DD(E); P02675; Fibrin DD(E) TRITC-Tn6 fluorescence polarization displacement; inhibition, % at 8.3 µM; 0.21% of 370,000 active; AID 720509;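 active = inhibition above a per-campaign cutoff: mean of compounds within control limits plus 3 SD, cut at about 15% in these data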;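 also: 0% = median of all compound wells on the plate and 100% = blocking peptide control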
ASAP1 GAP inh: inhibitors of human ASAP1 ArfGAP activity; ASAP1-stimulated ARF1 GTP hydrolysis, GDP FP detection; AID 624377; 0.19% of 360,000 active; inhibition, % at 16.5 µM; Q9ULH1; in the data active = inhibition above about 25%;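 also: 0% = vehicle with enzyme and substrate and 100% = no enzyme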
ADAM17 inh: ADAM17 inhibition, QFRET primary screen. P78536. 0.83% of 370,000 active. inhibition, % at 6.95 µM. recombinant ADAM17, EDANS/DABCYL FRET peptide cleavage. AID 720648;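 active = inhibition above the mean of compounds lying between control limits plus 3 SD, set per campaign, cut at about 8.5% in these data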;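 also: 0% = DMSO-only wells as the low control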
PLC-gamma1 inh: blocks human PLC-gamma1 enzyme activity; purified PLC-gamma1, fluorogenic substrate, fluorescence; inhibition, % at 12.2 µM; 0.84% of 370,000 active; AID 720700; in the data active = inhibition above about 9.5%
ARFGAP1 inh: rat ARFGAP1 inhibition; Arfgap1-stimulated ARF1 GTP hydrolysis, GDP FP detection; 0.26% of 360,000 active; AID 651572; inhibition, % at 16.5 µM; Q62848;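 active = inhibition above a per-plate limit, mean inhibition of low control wells plus 3 SD, cut at about 25% in these data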;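 also: 0% = DMSO wells with enzyme and 100% = wells lacking Arfgap1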
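Material: rat Arfgap1 catalytic domain, aa 1-136; also added: human ARF1(Δ1-17)-GTP substrate; compound dosing: one concentration, 16.5 µM, DMSO 1.26%; incubation: GTP hydrolysis reaction 2 h at 25 °C; measured by: Tracer-displacement fluorescence polarization with EDTA stop, 620/688 nm; evaluation: % inhibition from polarization; repeats: one replicate per compound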
Tn7 DDE FP: inhibitors of Tn7 peptide binding to human fibrin DD(E); P02675; FP displacement of FITC-Tn7 peptide from fibrin DD(E); 0% = median of compound wells per plate; inhibition, % at 8.3 µM; 0.13% of 370,000 active;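 active = inhibition above the mean of compounds falling within the control limits plus 3 SD of them, cut at about 14% in these data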;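 also: 0% = plate median of compound wells and 100% = 10 µM Aha-Tn7 peptide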
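Measure: % inhibition scaled between sample-field median and high-control FP; Test system: human fibrin DD(E); Quantity: 2 µM final DD(E) protein; Doses: one dose, 8.3 µM nominal; Schedule: compound with protein 10 min, then 3 h after probe, room temperature; Detection: fluorescence polarization; Medium: Tris buffer with calcium and detergent, pH 7.8.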
The depositor's hits bear a star; . = no result given; & = joins results of further samples.

Preview (twelve entries):
Under each structure: KLK7 zymogen act | UHRF1 MBD2 ctr | MBD2 DNA inh | PLC-beta3 inh | Tn6 DDE FP | ASAP1 GAP inh | ADAM17 inh | PLC-gamma1 inh | ARFGAP1 inh | Tn7 DDE FP
N[C@@H](Cc1ccccc1)C(=O)N1CCC(C(=O)N[C@@H](Cc2c[nH]c3ccccc23)C(=O)O)CC1
    -0.3 | 3 | 6 | 2 | -4 | 13 | -2 | -1 | -9 | -12
COc1ccc(OCC(=O)N/N=C/C(C)=C/c2ccco2)c(Br)c1
    -1.2 | -1 | -6 | -14 | 0 | 9 | -1 | -5 | 3 | -3
O=C(Cn1nnc2ccccc21)OCc1ccccc1
    -0.3 | 5 | 0 | -4 | -3 | 6 | -6 | -1 | 0 | -2
N#C/C(=C\c1ccccn1)c1ccccn1
    0.2 | -3 | -1 | -5 | -12 | -1 | 0 | 0 | 0 | -2
C[C@@H]1/C=C/CC(=O)N[C@H](c2cccc(Br)c2)[C@H](C)/C=C/CC(=O)N[C@@H]1c1cccc(Br)c1
    0.6 | -1 | -9 | 1 | 2 | . | 3 | 3 | . | 2
CCOC(=O)C1CCCN(C(=O)c2cccc(Cl)c2)CC1 (configuration not stated)
    -0.1 | 0 | 3 | 0 | 7 | 1 | -5 | -3 | 8 | -7
CCn1cc(C(=O)Nc2ccc(OC)c(S(=O)(=O)N3CCCCC3)c2)c(=O)c2ccc(C)nc21
    0.7 | 0 | 10 | 0 | -1 | 13 | -5 | -1 | -1 | 1
CC(C)NC(=O)CSc1ncccc1-c1nc2ccccc2[nH]1
    -1.8 | 5 | 2 | -26 | 1 | 10 | -10 | -18 | 13 | -4
CCOC(=O)c1sc(NC(=O)CC(C)c2ccccc2)nc1C (configuration not stated)
    -0.5 | 0 | 3 | -9 | 6 | -2 | -1 | 0 | 5 | -4
Cn1c(=O)c2c(n(C)c1=O)=NC1(CCCCC1)ON=2
    0.3 | 1 | 4 | 1 | 4 | -2 | -3 | -1 | 11 | 1
CC(Oc1ccccc1)C(=O)N1CCN(S(=O)(=O)c2ccc(OC(F)(F)F)cc2)CC1 (configuration not stated)
    -0.5 | 1 | 2 | 1 | -1 | -13 | 1 | 0 | -14 | 5
Cc1cccc(OCC(=O)NCCNC(=O)c2ccco2)c1
    -0.6 | 1 | 3 | -2 | 3 | 2 | -1 | -1 | 16 | -1

The whole of this part, previewed entries included:
Under each structure: KLK7 zymogen act | UHRF1 MBD2 ctr | MBD2 DNA inh | PLC-beta3 inh | Tn6 DDE FP | ASAP1 GAP inh | ADAM17 inh | PLC-gamma1 inh | ARFGAP1 inh | Tn7 DDE FP
N[C@@H](Cc1ccccc1)C(=O)N1CCC(C(=O)N[C@@H](Cc2c[nH]c3ccccc23)C(=O)O)CC1
    -0.3 | 3 | 6 | 2 | -4 | 13 | -2 | -1 | -9 | -12
COc1ccc(OCC(=O)N/N=C/C(C)=C/c2ccco2)c(Br)c1
    -1.2 | -1 | -6 | -14 | 0 | 9 | -1 | -5 | 3 | -3
O=C(Cn1nnc2ccccc21)OCc1ccccc1
    -0.3 | 5 | 0 | -4 | -3 | 6 | -6 | -1 | 0 | -2
N#C/C(=C\c1ccccn1)c1ccccn1
    0.2 | -3 | -1 | -5 | -12 | -1 | 0 | 0 | 0 | -2
C[C@@H]1/C=C/CC(=O)N[C@H](c2cccc(Br)c2)[C@H](C)/C=C/CC(=O)N[C@@H]1c1cccc(Br)c1
    0.6 | -1 | -9 | 1 | 2 | . | 3 | 3 | . | 2
CCOC(=O)C1CCCN(C(=O)c2cccc(Cl)c2)CC1 (configuration not stated)
    -0.1 | 0 | 3 | 0 | 7 | 1 | -5 | -3 | 8 | -7
CCn1cc(C(=O)Nc2ccc(OC)c(S(=O)(=O)N3CCCCC3)c2)c(=O)c2ccc(C)nc21
    0.7 | 0 | 10 | 0 | -1 | 13 | -5 | -1 | -1 | 1
CC(C)NC(=O)CSc1ncccc1-c1nc2ccccc2[nH]1
    -1.8 | 5 | 2 | -26 | 1 | 10 | -10 | -18 | 13 | -4
CCOC(=O)c1sc(NC(=O)CC(C)c2ccccc2)nc1C (configuration not stated)
    -0.5 | 0 | 3 | -9 | 6 | -2 | -1 | 0 | 5 | -4
Cn1c(=O)c2c(n(C)c1=O)=NC1(CCCCC1)ON=2
    0.3 | 1 | 4 | 1 | 4 | -2 | -3 | -1 | 11 | 1
CC(Oc1ccccc1)C(=O)N1CCN(S(=O)(=O)c2ccc(OC(F)(F)F)cc2)CC1 (configuration not stated)
    -0.5 | 1 | 2 | 1 | -1 | -13 | 1 | 0 | -14 | 5
Cc1cccc(OCC(=O)NCCNC(=O)c2ccco2)c1
    -0.6 | 1 | 3 | -2 | 3 | 2 | -1 | -1 | 16 | -1
C=CCC(NC(=O)N(C)C)(C(C)=O)C(=O)OC (configuration not stated)
    0.0 | 5 | 6 | -1 | -6 | -2 | -6 | 5 | 7 | 0
O=C(O)c1ccc2c(c1)[C@@H]1C=CC[C@@H]1[C@H](c1ccccn1)N2
    1.1 | 98* | 91* | -36 | 2 | -22 | 3 | -9 | -21 | -2
Cc1cc(S(=O)(=O)N2CCN(c3ccccn3)CC2)c(C)cc1Cl
    -0.5 | 4 | 2 | -8 | -9 | 14 | -2 | 0 | 12 | -3
Cc1ccc2sc(N(CCCN(C)C)C(=O)CCS(=O)(=O)c3ccccc3)nc2c1C
    0.5&0.5 | -2&-3 | -4&-5 | -3&2 | -14&-7 | 11 | 5&-1 | 4&2 | -14 | 8&4
O=C(CCN=C1NS(=O)(=O)c2ccccc21)OCc1ccccc1
    0.0 | 4 | 5 | -7 | 4 | -1 | -7 | -2 | 9 | 7
Cc1csc(SCC(=O)Nc2nnc(C)s2)n1
    1.1 | -2 | -7 | -6 | 2 | -2 | 1 | 0 | -12 | 7
O=C(c1cc2ccccc2o1)N1CCN(c2ncccn2)CC1
    0.8 | -1 | 0 | -3 | -7 | -7 | -5 | -3 | 11 | -10
CCN(CC)c1ccc(S(=O)(=O)N2CCOCC2)cc1NC(=O)CSc1cccc[n+]1[O-]
    -0.2 | 0 | -2 | -1 | 1 | 6 | -1 | -1 | -5 | -4
OCCN(Cc1ccccc1)CC(O)COc1ccc(-c2ccccc2)cc1 (configuration not stated)
    0.5 | 2 | 4 | 6 | -2 | 11 | 13* | 13* | -2 | -13
O=C(COC(=O)CCS(=O)(=O)c1ccccc1)NNC(=O)c1ccc([N+](=O)[O-])cc1
    0.9 | -3 | -2 | -2 | -4 | 9 | 2 | 2 | -6 | -4
COc1ccc(NC(=O)c2cc(S(=O)(=O)N3CCS(=O)(=O)CC3)ccc2Cl)cc1
    -0.1 | 2 | 5 | 2 | -3 | 11 | 1 | -1 | 0 | 4

A portion of the results above, for reference:
Under each structure: KLK7 zymogen act | UHRF1 MBD2 ctr | MBD2 DNA inh | PLC-beta3 inh | Tn6 DDE FP | ASAP1 GAP inh | ADAM17 inh | PLC-gamma1 inh | ARFGAP1 inh | Tn7 DDE FP
O=C(CCN=C1NS(=O)(=O)c2ccccc21)OCc1ccccc1
    0.0 | 4 | 5 | -7 | 4 | -1 | -7 | -2 | 9 | 7
Cc1csc(SCC(=O)Nc2nnc(C)s2)n1
    1.1 | -2 | -7 | -6 | 2 | -2 | 1 | 0 | -12 | 7

Compound activity (PubChem)
